From PubChem
human PMI inhibition: inhibitors of human PMI, primary screen, biochemical, fluorescence intensity, coupled assay (AID 1209). one-dose inhibition, % at 20 µM; IC50 in µM for titrated hits. purified PMI enzyme, coupled fluorescence intensity; higher % means a stronger effect. actives 0.42% (n = 190,000);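 also: plate controls were DMSO vehicle for no effect and wells lacking substrate for full effect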
TNAP activation fold: stimulation of alkaline phosphatase TNAP activity – biochemical, luminescent, no phosphate acceptor, uHTS, primary screen (AID 1001). actives 0.03% (n = 200,000). one-dose activation fold at 20 µM; EC50 in µM for titrated hits. purified TNAP, luminescent activation assay, no phosphate acceptor; higher activation fold means a stronger effect; in the data active = activation fold from about 3, or a potency from the dose series; inactive = the rest, 99 in 100 with activation fold below about 1.6; also: many of its hits are not listed in these tables
M17LAP inhibition: P. falciparum M17LAP inhibitors, primary screen, biochemical, fluorogenic H-Leu-NHMec substrate, 1536-well (AID 1619). recombinant M17LAP, H-Leu-NHMec fluorogenic kinetic assay; higher % means a stronger effect. one-dose inhibition, % at 30 µM; IC50 in µM for titrated hits. actives 0.38% (n = 220,000);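 active = compound inhibiting the enzyme by more than half at any dose during confirmatory dose-response retesting; inconclusive = strong single-dose inhibitors picked by rank but not retested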;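 also: plate controls were full reaction with DMSO carrier for no effect and no enzyme background for full effect; strong numbers were not always called active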
M1AAP inhibition: P. falciparum M1AAP inhibitors, biochemical, fluorogenic H-Leu-NHMec substrate, 1536-well (AID 1445) | recombinant M1AAP, H-Leu-NHMec fluorogenic kinetic assay; higher % means a stronger effect | inhibition, % at 30 µM; hits with a dose series show IC50 in µM | actives 0.42% (n = 220,000);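 active = primary inhibition above the hit cutoff, then over 50% inhibition at one or more dose response concentrations, cut at about 23% in these data, passing the limit was not always enough; inconclusive = conflicting primary data, or primary hits not chosen for dose response; inactive = low primary inhibition, or under 50% at every dose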;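 also: plate controls were DMSO full reaction for no effect and no enzyme background for full effect; strong numbers were not always called active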
RSV antiviral HEp-2: inhibition of RSV-induced cytopathic effect – HEp-2 cells, primary 10 µM value included (AID 2391). actives 0.13% (n = 310,000). CPE inhibition, % at 10 µM; hits with a dose series show IC50 in µM. HEp-2 cells, RSV-induced CPE inhibition; higher % means a stronger effect; in the data active = a potency from the dose series; inconclusive = CPE inhibition mostly from about 23% at the one dose, without a potency; inactive = the rest, 99 in 100 with CPE inhibition below about 21%; also: strong numbers were not always called active
K1F lysis inhibition: inhibition of K1F phage lysis, E. coli UTI89, bacterial capsule biogenesis inhibitors, alamar blue (AID 488966); E. coli UTI89 K1F phage lysis, alamar blue, 2 h; higher % means a stronger effect; one-dose inhibition, % at 100 µM; IC50 in µM for titrated hits; actives 0.02% (n = 340,000);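 active = phage lysis inhibition, versus mean bacterial control, above a set limit; inconclusive = no clear call, values can overlap the other calls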;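 also: capsule biogenesis inhibitors block K1F phage lysis so surviving cells raise fluorescence; higher fluorescence means more inhibition of phage lysis; actives were called in the ten point dose series up to 300 µM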
PMI inhibition: MPI inhibition at elevated mannose 6-phosphate – biochemical, fluorescence intensity, high mannose 6-phosphate, primary screen (AID 1220) | recombinant PMI enzyme, coupled fluorescence intensity; higher % means a stronger effect | one-dose inhibition, % at 20 µM; IC50 in µM for titrated hits | actives 0.66% (n = 190,000)
West Nile virus CPE: West Nile virus antiviral activity, cell-based, CPE readout (AID 1621). actives 0.02% (n = 290,000). West Nile virus-infected cells, CPE inhibition; higher % means a stronger effect. one-dose CPE inhibition, % at 10 µM; IC50 in µM for titrated hits; in the data active = a potency from the dose series; inconclusive = CPE inhibition mostly from about 3.7% at the one dose, without a potency; inactive = the rest, 99 in 100 with CPE inhibition below about 2.2%; also: strong numbers were not always called active
T cell HTS: modulates CD8 T cell binding to vesicles; 2C CD8+ T cell-vesicle binding, flow cytometry; active compounds read low; calls only at 7 µM; actives 0.068% (n = 330,000);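 active = response, share of CD8 T cells binding vesicles, and their 90th percentile fluorescence all below set limits, cut at about 80% in these data, passing the limit was not always enough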
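material = purified 2C TCR transgenic mouse naive CD8+ T cells | controls = Unloaded micro-vesicles (low), QL9 vesicles with 0.7% DMSO (high) | detection = cytometric PE anti-B7-1 and Alexa647 anti-CD8 signals after 1% paraformaldehyde fixation | incubation = binding step 1.5 h, 37 °C, antibody labelling 20 min, ice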
T cell HTS vesicle-bound %: further read-out of T cell HTS, marked with its call; double positive events, %; measured here: CD8+ vesicle-bound cell fraction;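 binding gate set so that unloaded-vesicle control wells show 10% double positive cells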
* hit, by the source's call; [ ] = another dose, or the depositor's remark. Rule as the data show it, unless noted: active = inhibition above about 50%; inactive = the rest.

What do the screens show for `CC(C)CC(=O)Nc1ccccc1N1CCN(c2ccccc2)CC1`?
human PMI inhibition: -4.6%; TNAP activation fold: 1.1; M17LAP inhibition: 7.4%; M1AAP inhibition: 5.3%; RSV antiviral HEp-2: 5.0%; K1F lysis inhibition: 0.1%; PMI inhibition: 2.2%; West Nile virus CPE: -1.0%; T cell HTS: inactive; T cell HTS vesicle-bound %: 27.9

How did O=c1[nH]c(C2CCCN(S(=O)(=O)c3ccc(F)cc3)C2)nc2c1nnn2Cc1ccc(F)cc1 (stereo not drawn) do in these assays?
RSV antiviral HEp-2: 3.6%; K1F lysis inhibition: 0.3%; West Nile virus CPE: -0.2%; T cell HTS: inactive; T cell HTS vesicle-bound %: 38.4

Results for CN1CCC(NC(=O)Nc2cccc(C(F)(F)F)c2)CC1 ?
human PMI inhibition: 7.8%; TNAP activation fold: 1.1; M17LAP inhibition: -0.3%; M1AAP inhibition: -0.6%; RSV antiviral HEp-2: 0.5%; K1F lysis inhibition: -0.5%; PMI inhibition: 9.8%; West Nile virus CPE: 0.9%; T cell HTS: inactive; T cell HTS vesicle-bound %: 30.7

What do the screens show for `O=C(NNS(=O)(=O)c1ccc(Br)cc1)c1cccs1`?
human PMI inhibition: 7.7%; TNAP activation fold: 1.1; M17LAP inhibition: 1.5%; M1AAP inhibition: 16.4%; RSV antiviral HEp-2: -0.3%; K1F lysis inhibition: 0.4%; PMI inhibition: 14.4%; West Nile virus CPE: 0.4%; T cell HTS: inactive; T cell HTS vesicle-bound %: 48.8

Results for Cc1ccccc1COC(=O)c1cc([N+](=O)[O-])ccc1N1CCOCC1 ?
RSV antiviral HEp-2: 0.7%; K1F lysis inhibition: -0.7%[50 µM]; West Nile virus CPE: -0.1%; T cell HTS: inactive; T cell HTS vesicle-bound %: 12.0

Results for O=C(NCC(c1ccco1)N1CCCC1)c1ccc(Cl)cc1 (stereo not drawn) ?
human PMI inhibition: 5.3%; TNAP activation fold: 1.1; M17LAP inhibition: 8.0%; M1AAP inhibition: 1.0%; RSV antiviral HEp-2: 0.3%; K1F lysis inhibition: 9.9%; PMI inhibition: 9.4%; West Nile virus CPE: 0.0%; T cell HTS: inactive; T cell HTS vesicle-bound %: 50.3

Results for COc1ccc(-c2cc(N)n(S(=O)(=O)Cc3ccccc3)n2)c(OC)c1 ?
human PMI inhibition: -0.7%; TNAP activation fold: 1.1; M17LAP inhibition: -8.6%; M1AAP inhibition: 8.0%; RSV antiviral HEp-2: 0.1%; K1F lysis inhibition: -0.8%; PMI inhibition: -1.1%; West Nile virus CPE: -0.1%; T cell HTS: inactive; T cell HTS vesicle-bound %: 28.7

Results for O=C(CNC(=O)C1COc2ccccc2O1)N/N=C\c1ccc(Cl)cc1 (stereo not drawn) ?
M17LAP inhibition: -7.3%; M1AAP inhibition: -1.7%; K1F lysis inhibition: -2.0%; West Nile virus CPE: 0.1%; T cell HTS: inactive; T cell HTS vesicle-bound %: 36.7

How did Cc1onc(-c2ccccc2)c1C(=O)NC(C)C do in these assays?
human PMI inhibition: -4.9%; TNAP activation fold: 1.1; M17LAP inhibition: -0.9%; M1AAP inhibition: -2.9%; RSV antiviral HEp-2: 0.6%; K1F lysis inhibition: -3.0%; PMI inhibition: -2.1%; West Nile virus CPE: 0.5%; T cell HTS: inactive; T cell HTS vesicle-bound %: 36.5

How did Cc1cccc(OCc2nnc(SCC(=O)NCC3CCCO3)n2C)c1 (stereo not drawn) do in these assays?
RSV antiviral HEp-2: 2.0%; K1F lysis inhibition: 0.2%; West Nile virus CPE: -0.1%; T cell HTS: inactive; T cell HTS vesicle-bound %: 12.3

How did CSC1=NCCN1C(=O)C(C)(C)Oc1ccc(Cl)cc1 do in these assays?
RSV antiviral HEp-2: 2.7%; K1F lysis inhibition: -0.2%; West Nile virus CPE: 0.8%; T cell HTS: inactive; T cell HTS vesicle-bound %: 10.9

How did CC(=O)C1=NN(c2ccccc2)C(c2ccc3c(c2)OCO3)N1c1ccc(N2CCOCC2)cc1 (stereo not drawn) do in these assays?
human PMI inhibition: 4.0%; TNAP activation fold: 0.9; M17LAP inhibition: 14.0%; M1AAP inhibition: 2.5%; RSV antiviral HEp-2: 3.2%; K1F lysis inhibition: 0.6%; PMI inhibition: 13.4%; West Nile virus CPE: -1.6%; T cell HTS: inactive; T cell HTS vesicle-bound %: 46.1

How did Cc1ccc([N+](=O)[O-])cc1NC(=O)c1c(-c2ccccc2)noc1C do in these assays?
RSV antiviral HEp-2: 2.0%; K1F lysis inhibition: 0.2%; West Nile virus CPE: -0.7%; T cell HTS: inactive; T cell HTS vesicle-bound %: 16.8

What do the screens show for `CCC(C)C(=O)Nc1cc(C(=O)OC)ccc1C(=O)OC` (stereo not drawn)?
human PMI inhibition: 9.5%; TNAP activation fold: 1; M17LAP inhibition: 0.9%; M1AAP inhibition: 0.5%; RSV antiviral HEp-2: 0.1%; K1F lysis inhibition: 0.0%; PMI inhibition: 3.8%; West Nile virus CPE: -0.6%; T cell HTS: inactive; T cell HTS vesicle-bound %: 59.9

What do the screens show for `Cc1ccc(N2C(=O)CC(NNc3nc4ccccc4s3)C2=O)cc1` (stereo not drawn)?
human PMI inhibition: -4.6%; TNAP activation fold: 1.1; M17LAP inhibition: 9.4%; M1AAP inhibition: -1.0%; RSV antiviral HEp-2: 1.4%; K1F lysis inhibition: 6.0%; PMI inhibition: -0.2%; West Nile virus CPE: 0.1%; T cell HTS: inactive; T cell HTS vesicle-bound %: 29.4

How did COc1ccc(CNc2nccs2)cc1 do in these assays?
RSV antiviral HEp-2: -0.1%; K1F lysis inhibition: 0.3%; West Nile virus CPE: -0.1%; T cell HTS: inactive; T cell HTS vesicle-bound %: 59.9

What do the screens show for `CN(C)/C=C/C(=O)c1ccc(N2CCN(c3ncc(C(F)(F)F)cc3Cl)CC2)cc1`?
human PMI inhibition: 11.7%; TNAP activation fold: 1.1; M17LAP inhibition: 0.9%; M1AAP inhibition: 14.8%; RSV antiviral HEp-2: -4.1%; K1F lysis inhibition: -0.3%; PMI inhibition: 5.2%; West Nile virus CPE: -0.3%; T cell HTS: inactive; T cell HTS vesicle-bound %: 17.4

How did COC(=O)c1cccc(NS(=O)(=O)c2ccc(OC)c(C(=O)N3CCOCC3)c2)c1C do in these assays?
RSV antiviral HEp-2: -0.3%; K1F lysis inhibition: 0.3%; West Nile virus CPE: -0.5%; T cell HTS: inactive; T cell HTS vesicle-bound %: 46.8

Results for CCC(C)NC(=O)c1ccccc1C(=O)NC(C)CC (stereo not drawn) ?
human PMI inhibition: 9.6%; TNAP activation fold: 1.1; M17LAP inhibition: 1.9%; M1AAP inhibition: -2.6%; RSV antiviral HEp-2: -0.3%; K1F lysis inhibition: 3.2%; PMI inhibition: 9.4%; West Nile virus CPE: -0.3%; T cell HTS: inactive; T cell HTS vesicle-bound %: 6.9

How did COc1ccc(CCNC(=O)Cc2ccc(Cl)cc2)cc1OC do in these assays?
RSV antiviral HEp-2: 1.3%; K1F lysis inhibition: 1.8%; West Nile virus CPE: -0.2%; T cell HTS: inactive; T cell HTS vesicle-bound %: 17.7

Results for CCC(C)NS(=O)(=O)c1ccc(NS(=O)(=O)c2ccccc2[N+](=O)[O-])cc1 (stereo not drawn) ?
human PMI inhibition: -21.9%; TNAP activation fold: 1; M17LAP inhibition: -5.3%; M1AAP inhibition: -2.6%; RSV antiviral HEp-2: 1.9%; K1F lysis inhibition: -0.2%; PMI inhibition: -12.8%; West Nile virus CPE: 1.4%; T cell HTS: inactive; T cell HTS vesicle-bound %: 33.8

Results for NC(=O)CN1CCN(CCN2C(=O)c3cccc4cccc(c34)C2=O)CC1 ?
RSV antiviral HEp-2: -0.7%; K1F lysis inhibition: -0.1%; West Nile virus CPE: -0.5%; T cell HTS: inactive; T cell HTS vesicle-bound %: 40.3

How did CCn1cc(Cl)c(C(=O)N2N=C3/C(=C/c4cccs4)CCCC3C2c2cccs2)n1 (stereo not drawn) do in these assays?
human PMI inhibition: 3.2%; TNAP activation fold: 0.8; M17LAP inhibition: -5.9%; M1AAP inhibition: 2.6%; RSV antiviral HEp-2: inconclusive; K1F lysis inhibition: 1.3%; PMI inhibition: 15.9%; West Nile virus CPE: 0.4%; T cell HTS: inactive; T cell HTS vesicle-bound %: 52.4

What do the screens show for `CCOc1ccc(NC(=O)c2cc(C)nc3ccccc23)cc1`?
human PMI inhibition: 7.6%; TNAP activation fold: 1.1; M17LAP inhibition: 2.6%; M1AAP inhibition: 5.0%; RSV antiviral HEp-2: 1.0%; K1F lysis inhibition: 0.2%; PMI inhibition: 8.0%; West Nile virus CPE: -1.0%; T cell HTS: inactive; T cell HTS vesicle-bound %: 49.3

What do the screens show for `Nc1nc(CSc2nc3ccccc3[nH]2)cs1`?
human PMI inhibition: -5.3%; TNAP activation fold: 1.2; M17LAP inhibition: 1.6%; M1AAP inhibition: 3.0%; RSV antiviral HEp-2: 3.6%; K1F lysis inhibition: -0.1%; PMI inhibition: -1.3%; West Nile virus CPE: 0.3%; T cell HTS: inactive; T cell HTS vesicle-bound %: 15.6

How did CCOC(=O)c1c(C)nc2ncccn12 do in these assays?
human PMI inhibition: 9.7%; TNAP activation fold: 1.1; M17LAP inhibition: 4.7%; M1AAP inhibition: -0.8%; RSV antiviral HEp-2: 1.9%; K1F lysis inhibition: 1.7%; PMI inhibition: 9.2%; West Nile virus CPE: 0.0%; T cell HTS: inactive; T cell HTS vesicle-bound %: 15.9

Results for CC(C)OCCCNC(=O)c1ccc(NC(=O)C2=CSCCO2)cc1 ?
RSV antiviral HEp-2: 0.8%; K1F lysis inhibition: -0.2%; West Nile virus CPE: 0.3%; T cell HTS: inactive; T cell HTS vesicle-bound %: 59.7

What do the screens show for `O=C(c1ccccc1)c1nn(-c2ccccc2)c(=O)cc1C(F)(F)F`?
human PMI inhibition: 5.9%; TNAP activation fold: 1.1; M17LAP inhibition: 5.4%; M1AAP inhibition: 2.5%; RSV antiviral HEp-2: 21.5%; K1F lysis inhibition: -0.1%; PMI inhibition: 7.7%; West Nile virus CPE: 0.7%; T cell HTS: inactive; T cell HTS vesicle-bound %: 38.1
